# S2 tox: Viability Counterscreen for Primary qHTS for Inhibitors of ATXN expression. Potency, µM (highest dose often 56.7 µM), actives largely listed as cytotoxic. S2 cells (HEK-293 line with an ATXN2-luciferase reporter) viability, CellTiter-Fluor protease fluorescence, 24 h. AID 651635, 2014. 0.49% of 400,000 active; also: potency is read from the fitted curve at half-maximal effect; nearly all actives have a fitted effect of over 40% in size
# ATXN2 expr inh: Primary qHTS for Inhibitors of ATXN expression | HEK-293 ATXN2-luciferase reporter, luminescence, 24 h | Potency, µM (highest dose often 57 µM), for inactives: at the top dose activity change, negative = inhibition, most hits filed as inhibitors | 0.72% of 360,000 active; also: potency is read from the fitted curve at half-maximal effect; % is scaled to controls: 0 for no effect and ±100 for the full control effect; nearly all actives have a fitted effect of over 55% in size
#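 ATXN2-luciferase reporter cells (luciferase flanked by upstream and downstream ATXN2 gene portions) were treated 24 h at 37 °C with compounds at up to 57 uM. SteadyGlo luminescence gave expression; GF-AFC fluorescence gave viability.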
# IL-2 act: qHTS of IL-2 Activators. IL-2 activation reporter assay, cell-based qHTS; stimulated with anti-CD3/CD4/CD28 beads; in transgenic mouse T cells. activation, % (series mostly up to about 46 µM). 0.065% of 360,000 active; in the data active = activation above about 50%; inconclusive = mostly about 30% to 49%; also: 0% is about no effect
#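 First, unstimulated transgenic mouse T cells were exposed to compound for 60 min. Next, anti-CD3/anti-CD4-coated beads with anti-CD28 were added. Finally, after 18 h at 37 degrees C, EGFP and DsRed were imaged.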
# HepG2 viability: qHTS for Inhibitors of TGF-b: Cytotox Counterscreen; HepG2 CAGA-GFP viability, ATP luminescence, 18 h; Potency, µM (highest dose often 46.1 µM), without a hit: at the top dose activity change, negative = cytotoxicity, hits mostly cytotoxic; 0.76% of 410,000 active; also: potency is read from the fitted curve at half-maximal effect; some results filed as inactive show a strong effect at the top dose
#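 CellTiter-Glo luminescence gave cytotoxicity after 18 hours at 37 degrees C. The cells were HepG2 CAGA-GFP in 1% FBS DMEM, stimulated with 500 pg/mL TGF-beta after compound addition. %Activity was normalised to no-cell wells (complete cell-killing) and DMSO (no toxicity), and curves were fitted and classified.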
# TGFb SMAD3 inh: qHTS for Inhibitors of TGF-b. HepG2 CAGA-GFP TGF-b/SMAD3 reporter, GFP fluorescence, 18 h; TGF-beta stimulated, 500 pg/mL final. Potency, µM (highest dose often 46.1 µM), for inactives: top-dose activity, negative = inhibition, actives largely listed as inhibitors. 1.2% of 410,000 active. AID 588855, 2011; also: potency is read from the fitted curve at half-maximal effect; % is scaled to controls: 0 for no effect and ±100 for the full control effect; nearly all actives have a fitted effect of over 65% in size
#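 First, reporter cells (HEPG2 CAGA-GFP) rested 2 h at 37 degrees C. Next, compounds were pinned in and TGF-beta added to 500 pg/mL final. After 18 h, GFP was imaged per cell and summed per well.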
# A549 viability: Nrf2 qHTS screen for inhibitors: counterscreen for cytotoxicity | A549 ARE-Fluc cells, CellTiter-Fluor viability, 18-24 h | Potency, µM (series often up to 46 µM), for inactives: top-dose activity change, negative = cytotoxicity, hits mostly inhibitors | 0.16% of 390,000 active | AID 504648, 2011; also: potency is read from the fitted curve at half-maximal effect; % is scaled to controls: 0 for no effect and ±100 for the full control effect
#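 A549 ARE-Fluc cells in 5% FBS OPTI-MEM, 5000 cells/well, rested 2 h then exposed to compounds in concentration-response for 18-24 h at 37 °C. Viability by CellTiter-Fluor fluorescence (Ex 405/Em 525) after 30 min; luciferase luminescence (BugLite, 15 min, RT) read afterwards.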
# EPAC2 ag: qHTS for Agonist of cAMP-regulated guanine nucleotide exchange factor 4 (EPAC2): primary screen. EPAC2 activation, biochemical qHTS; response scale: 100% = 6.5 mM cAMP response. Potency, µM (highest dose often 154 µM), without a hit: at the top dose activation, usual class: activators. 0.079% of 360,000 active; also: potency is read from the fitted curve at half-maximal effect; nearly all actives have a fitted effect of over 50% in size
# Target sequence (Q8WZA2 whole entry, looked up): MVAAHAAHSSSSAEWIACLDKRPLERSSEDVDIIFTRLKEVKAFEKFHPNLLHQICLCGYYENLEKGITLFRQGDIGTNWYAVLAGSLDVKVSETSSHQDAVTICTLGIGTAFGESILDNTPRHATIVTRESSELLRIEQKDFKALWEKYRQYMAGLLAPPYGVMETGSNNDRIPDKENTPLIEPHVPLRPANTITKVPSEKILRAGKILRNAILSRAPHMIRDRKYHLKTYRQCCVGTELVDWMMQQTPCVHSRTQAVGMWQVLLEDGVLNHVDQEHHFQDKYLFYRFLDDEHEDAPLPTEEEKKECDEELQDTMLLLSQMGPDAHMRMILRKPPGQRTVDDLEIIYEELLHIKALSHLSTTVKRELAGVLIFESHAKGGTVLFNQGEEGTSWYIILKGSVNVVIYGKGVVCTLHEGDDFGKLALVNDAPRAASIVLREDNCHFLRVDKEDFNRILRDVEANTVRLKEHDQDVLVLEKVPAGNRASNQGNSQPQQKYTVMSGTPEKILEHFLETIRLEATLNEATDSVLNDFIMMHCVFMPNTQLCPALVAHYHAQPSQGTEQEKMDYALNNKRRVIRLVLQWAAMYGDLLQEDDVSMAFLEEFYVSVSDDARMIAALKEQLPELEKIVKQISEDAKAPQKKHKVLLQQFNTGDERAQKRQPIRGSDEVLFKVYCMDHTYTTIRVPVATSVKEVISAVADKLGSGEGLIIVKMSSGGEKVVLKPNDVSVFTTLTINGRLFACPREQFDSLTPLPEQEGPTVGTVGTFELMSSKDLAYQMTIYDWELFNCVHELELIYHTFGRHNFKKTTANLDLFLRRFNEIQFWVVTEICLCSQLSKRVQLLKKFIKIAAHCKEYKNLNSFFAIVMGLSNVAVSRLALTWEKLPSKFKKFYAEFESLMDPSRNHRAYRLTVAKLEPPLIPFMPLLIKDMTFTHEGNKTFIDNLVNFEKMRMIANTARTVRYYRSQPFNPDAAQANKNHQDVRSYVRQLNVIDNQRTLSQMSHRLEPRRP
#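 In this primary screen, activation is scored as increased exchange of BODIPY-GDP from Rap1B by 100 nM EPAC2, with 50 uM GDP as competitor. Signal is normalized to the 6.5 mM cAMP agonist control.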
# Nrf2 block: Nrf2 qHTS screen for inhibitors; 2.1% of 360,000 active; AID 504444, 2011; Potency, µM (doses to about 46 µM), without a hit: at the top dose activity change, negative = inhibition, usual class: inhibitors; A549 ARE-Fluc reporter, luciferase luminescence, 18-24 h; also: potency is read from the fitted curve at half-maximal effect; % is scaled to controls: 0 for no effect and ±100 for the full control effect; nearly all actives have a fitted effect of over 60% in size
#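 Reporter: ARE-Fluc in A549. Exposure: 18-24 h, 37 °C, 5% CO2, 5% FBS OPTI-MEM. Readouts: fluorescent cytotoxicity (CellTiter-Fluor), then luminescent Nrf2 signal after BugLite.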
# Nrf2 ARE act: qHTS of Nrf2 Activators. Potency, µM (doses to about 46.1 µM), for the others: at the top dose activation, usual class: activators. 0.31% of 410,000 active. AREc32 ARE-luciferase reporter (MCF7-derived line), luminescence, 24 h. AID 624171, 2012; also: potency is read from the fitted curve at half-maximal effect; % of control where 0% means no effect; nearly all actives have a fitted effect of over 65% in size
#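 ARE-driven firefly luciferase activity in AREc32 cells measured after a 24 hr compound exposure at 37 deg C, using Steady-Glo reagent and a 30 min room-temperature hold.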
# The depositor's hits bear a star; i = inactive; ? = inconclusive; . = no result given; [ ] = another dose, or the depositor's remark. Unless noted, calls follow the shape of the dose curve; as a rule, active = well fitted curve in the direction sought with a large enough effect; inconclusive = small, poorly fitted or top-dose-only effect, or another doubt; inactive = no such curve, though single readings can be large; an effect the other way counts as inactive or inconclusive.
Compound,S2 tox,ATXN2 expr inh,IL-2 act,HepG2 viability,TGFb SMAD3 inh,A549 viability,EPAC2 ag,Nrf2 block,Nrf2 ARE act
CCC(C)(C)c1ccc(OCC(=O)N(C)C)c(C(C)(C)CC)c1,i,-12%[11.3 µM],-1.2,-64%,?,?,-13%,?,1.9%
Cn1c(SCc2ccccc2)nnc1-c1cnccn1,i,23%,0.4,-6%,11%,-1%,0%,2%,0.0%
Cc1cc(C)cc(S(=O)(=O)c2cn(C)c3cc(N4CCCC4)c(F)cc3c2=O)c1,.,.,.,-7%,-2%,-10%,.,?,-0.1%
Cc1c(OCC(=O)NCCN2CCOCC2)ccc2c(-c3ccccc3)cc(=O)oc12,i,7%,-1.3,-5%,-3%,1%,-10%,8%,0.2%
O=C(O)c1ccc(CSc2nc3cccnc3n2Cc2cccc(F)c2)cc1,.,.,.,-4%,?,-2%,.,-6%,1.2%
COc1ccc(CCNC(=O)COC(=O)C2CC2C)cc1OC (configuration not stated),.,.,0.7,-1%,12%,3%,4%,6%,-0.6%
CCOC(=O)c1c(NC(=O)COC(=O)c2ccccn2)sc2c1CCC2,i,-26%,2.9,1%,-6%,-4%,-5%,2%,0.0%[9.22 µM]
C=CCn1c(=O)c2ccccc2n2c(SCC(=O)Nc3sc(C)c(CC)c3C(=O)OCC)nnc12,i,3%,-4.9,9%,-3%,-17%,-1%,?,-0.1%
Cc1noc2ncnc(N3CCN(c4cccc(C(F)(F)F)c4)CC3)c12,.,.,.,-25%,?,-1%,.,8.2µM*,-0.8%
C[N+](C)(C)C/C=C1/COCO1,i,4%,-3.0,-1%,12%,-3%,2%,-2%,-0.4%
CC(=O)OC1CSC2c3ccccc3C(=O)N2Cc2sccc21 (configuration not stated),i,-5%,0.8,-2%,-10%,10%,9%,3%,-0.8%
CN(C)CCCNS(=O)(=O)c1ccc(N2CCN(Cc3ccc4c(c3)OCO4)CC2)c([N+](=O)[O-])c1,i,?,-0.7,-21%,-21%,3%,18%,-3%,3.2%
c1ccc(C2NCCn3cccc32)cc1 (configuration not stated),i,3%,-0.8,-28%,-2%,0%,18%,2%,0.4%
NC(=O)c1ccsc1NC(=O)COC(=O)c1nc(Cl)ccc1Cl,i,1%,-0.1,4%,2%,2%,-5%,21%,?
CC(C)(C)NS(=O)(=O)c1ccc(NC(=O)C(Sc2ccccc2)c2ccccc2)cc1 (configuration not stated),.,.,-2.9,-28%,?,?,9%,9.2µM*,-0.3%
COc1cc(C(C2C(=O)CC(C)(C)CC2=O)C2C(=O)CC(C)(C)CC2=O)ccc1O,i,7%,-1.8,3%,5%,-7%,1%,4%,-0.7%
O=C(Nc1nc(-c2ccccn2)cs1)c1cccc(-n2cnnn2)c1,i,.,0.2,2%,-14%,-7%,8%,7.3µM*,0.1%
COC(=O)CCC(=O)NC(=S)Nc1c(C)cccc1C,i,-9%,-1.8,-34%,4%,0%,6%,-2%,0.2%
O=C(Nc1ccccc1)C(CCCCN1C(=O)c2ccccc2C1=O)N1C(=O)c2ccccc2C1=O (configuration not stated),i,11%,-2.2,-21%,-8%,-2%,6%,1%,0.4%
CCCc1nnc(NC(=O)c2ccncc2)s1,i,7%,-0.9,8%,24%,0%,7%,1%,-0.6%
CCCNC(=O)COc1ccccc1[N+](=O)[O-],?,22%,4.0,3%,14%,-1%,7%,?,0.7%
O=C(NCc1ccc(F)cc1)C1CCN(S(=O)(=O)N2CCCC2)CC1,?,.,-1.1,29%,1%,-5%,-6%,3%,0.3%
O=C(Nc1ccc2c(c1)OCO2)C1(S(=O)(=O)c2ccc(Cl)cc2)CC1,?,11%,-3.8,-1%,-1%,-3%,10%,10%,2.4%
COCCCNC(=O)CN1C(=O)/C(=C/c2ccccc2C)Sc2ccccc21,i,3%,1.2,-13%,-17%,-4%,0%,-27%,-0.5%
O=C(NC(=S)N(CCO)Cc1ccccc1)c1ccc(S(=O)(=O)N2CCCC2)cc1,?,-32%,-0.4,-20%,2%,3%,10%,5%,-0.1%
COc1ccccc1C1C(C(C)=O)=C(O)C(=O)N1c1ccc(O)cc1 (configuration not stated),i,14%,-1.3,2%,0%,-4%,-2%,3%,-0.6%
COc1c(C)cccc1C(=O)NC(=S)Nc1ccc2c(c1)Cc1ccccc1-2,i,12%,-0.2,9%,6%,-3%,?,15%,-0.3%
O=C(c1ccc(Cn2c(=O)[nH]c3ccccc3c2=O)cc1)N1CCN(c2ccccc2)CC1,i,-17%,2.9,-2%,10%,7%,12%,-22%,1.9%
O=C(COC(=O)c1ccc(NS(=O)(=O)c2ccc3c(c2)OCCO3)cc1)NC1CC1,i,-1%,-1.9,-29%,13%,-7%,13%,-10%,3.7%
Oc1ccc(O)c(-c2cnns2)c1,i,9%,0.0,-1%,9%,-2%,1%,27%,?
Cc1ccc(C(=O)Nc2cc3c(cc2Cl)OCCCO3)cc1,i,64%[activator],0.0,-9%,-9%,-6%,-5%,?,?
O=C(OCC(=O)c1ccc(Cl)s1)c1ccccn1,i,2%,-2.5,1%,3%,-3%,-2%,9%,0.5%
CCc1c(C)sc(NC(=O)c2cc(C)no2)c1C#N,i,20%,-0.3,-3%,-4%,1%,?,15%,-0.4%
COc1ccc(Cc2ccc(OC)c(N)c2)cc1N,i,28%,-0.8,0%,15%,-7%,9%,?,-0.7%
COc1ccc(CCNS(=O)(=O)c2ccc3c(c2)n(C)c(=O)c(=O)n3C)cc1OC,i,6%,-0.3,1%,5%,0%,10%,-5%,-0.6%
Cc1cc2oc(C(=O)Nc3ccc(S(=O)(=O)N(C)c4ccccc4)cc3)cc(=O)c2cc1C,i,2%,.,-1%,-19%,-1%,.,7%,-0.2%
O=C1NNC(c2ccccc2)=N/C1=C\c1ccc(Cl)cc1,i,-11%,-2.6,-30%,-6%,1%,-1%,13%,0.8%
CCOc1ccccc1-n1cc2c(c1-c1ccc(OC)cc1)c(=O)n(C)c(=O)n2C,.,.,.,1%,?,9%,.,5%,-1.0%
O=S(=O)(c1ccc(F)cc1)N1CCN(CC2CC3C=CC2C3)CC1 (configuration not stated),i,3%,2.1,2%,0%,0%,18%,-1%,-0.3%
Cc1cccc(C(=O)N2CCN(c3ccccn3)CC2)c1,i,1%,-0.7,4%,1%,2%,-3%,-3%,-0.7%
COc1ccccc1Cn1c(=S)[nH]c2cc(C(=O)NCCN3CCOCC3)ccc2c1=O,i,0%,1.6,-1%,-22%,-3%,-2%,7%,0.2%
Cc1ccc(C)n1-c1ccsc1C(=O)CC#N,i,-15%,-0.7,4%,0%,10%,2%,-10%,-0.6%
COC(=O)/N=C/c1c(NCc2ccccc2)nc2c(C)cccn2c1=O,i,-11%,-0.2,-2%,15%,-2%,8%,?,5.5%
CCc1ccc(OCCSc2nc3ccccc3n2CCC(=O)O)cc1,.,90%[activator],-0.3,-28%,-10%,7%,5%,-5%,-0.1%
CC(NS(=O)(=O)c1ccc(F)cc1)C(c1cccs1)N1CCN(C)CC1 (configuration not stated),i,-10%,-0.1,-4%,-2%,13%,2%,.,-0.1%
Cc1ccc(-n2c(O)c(C=Nc3ccccc3-c3n[nH]c(=S)[nH]c3=O)c3ccccc3c2=O)c(C)c1,.,-36%,-3.1,1%,?,?,-1%,?,0.0%[9.22 µM]
CC1CCCN(c2ccc(C(=O)NCC3CCCO3)cn2)C1 (configuration not stated),i,57%[activator],0.1,-14%,?,-18%[1.84 µM],-1%,?,-0.4%

# Compounds from the list above that contain a thiophene ring, fused or not (eight):
Compound,S2 tox,ATXN2 expr inh,IL-2 act,HepG2 viability,TGFb SMAD3 inh,A549 viability,EPAC2 ag,Nrf2 block,Nrf2 ARE act
CCOC(=O)c1c(NC(=O)COC(=O)c2ccccn2)sc2c1CCC2,i,-26%,2.9,1%,-6%,-4%,-5%,2%,0.0%[9.22 µM]
C=CCn1c(=O)c2ccccc2n2c(SCC(=O)Nc3sc(C)c(CC)c3C(=O)OCC)nnc12,i,3%,-4.9,9%,-3%,-17%,-1%,?,-0.1%
CC(=O)OC1CSC2c3ccccc3C(=O)N2Cc2sccc21 (configuration not stated),i,-5%,0.8,-2%,-10%,10%,9%,3%,-0.8%
NC(=O)c1ccsc1NC(=O)COC(=O)c1nc(Cl)ccc1Cl,i,1%,-0.1,4%,2%,2%,-5%,21%,?
O=C(OCC(=O)c1ccc(Cl)s1)c1ccccn1,i,2%,-2.5,1%,3%,-3%,-2%,9%,0.5%
CCc1c(C)sc(NC(=O)c2cc(C)no2)c1C#N,i,20%,-0.3,-3%,-4%,1%,?,15%,-0.4%
Cc1ccc(C)n1-c1ccsc1C(=O)CC#N,i,-15%,-0.7,4%,0%,10%,2%,-10%,-0.6%
CC(NS(=O)(=O)c1ccc(F)cc1)C(c1cccs1)N1CCN(C)CC1 (configuration not stated),i,-10%,-0.1,-4%,-2%,13%,2%,.,-0.1%

# Screens: PubChem, National Center for Advancing Translational Sciences (NCATS)
